Assay outcomes as filed in PubChem BioAssay.
RORgamma inh: qHTS for inhibitors of ROR gamma transcriptional activity. AID 2551, 2010. 310,000 tested, 5.4% active. Drosophila S2 Gal4-RORgamma UAS-luciferase reporter, 20 h. Potency, µM (top dose mostly 53.6 µM), for the others: top-dose activity change, negative = inhibition, usual class: inhibitors; note: nearly all actives have a fitted effect of over 60% in size
Target sequence (P51450 whole entry, looked up, the tested form may be a part): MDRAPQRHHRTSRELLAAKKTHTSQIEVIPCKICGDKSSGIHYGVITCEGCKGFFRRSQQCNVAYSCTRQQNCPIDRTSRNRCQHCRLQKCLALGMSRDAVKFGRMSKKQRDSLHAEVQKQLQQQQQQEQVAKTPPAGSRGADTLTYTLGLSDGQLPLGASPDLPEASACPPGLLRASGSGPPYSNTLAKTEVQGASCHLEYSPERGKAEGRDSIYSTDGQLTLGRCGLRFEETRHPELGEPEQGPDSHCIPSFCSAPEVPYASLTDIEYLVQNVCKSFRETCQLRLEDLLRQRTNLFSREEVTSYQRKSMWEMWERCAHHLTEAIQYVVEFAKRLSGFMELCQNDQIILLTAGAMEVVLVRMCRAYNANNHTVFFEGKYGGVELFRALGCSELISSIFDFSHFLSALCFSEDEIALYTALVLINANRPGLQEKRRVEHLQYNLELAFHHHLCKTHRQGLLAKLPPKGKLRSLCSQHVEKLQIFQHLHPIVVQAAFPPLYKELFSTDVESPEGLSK
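ROR gamma transcriptional activity was tracked as Gal4-UAS luciferase output in stably transfected Drosophila Schneider cells, with compound added 1 hr before 700 uM copper sulfate induction and a 20 hr ambient-temperature incubation.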
Gal4-VP16 FLuc: VP16 counterscreen qHTS for inhibitors of ROR gamma transcriptional activity | Drosophila S2 Gal4-VP16 UAS-luciferase, luminescence, 20 h | Potency, µM (series often up to 53.6 µM), inactives show at the highest dose activity, negative = inhibition, most hits filed as inhibitors | 310,000 tested, 3.5% active;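 note: Gal4-VP16 expression switched on by copper sulfate through the metallothionein promoter; nearly all actives have a fitted effect of over 50% in size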
* marks the source's active call; other numbers are inactive results; ? = inconclusive; & = joins results of further samples; [ ] = dose if it differs, or a comment. Calls come from the whole dose curve; as a rule, active = well fitted curve in the direction sought with a large enough effect; inconclusive = small, poorly fitted or top-dose-only effect, or another doubt; inactive = no such curve, though single readings can be large; an effect the other way counts as inactive or inconclusive. % is set by controls: 0 for no effect and ±100 for the full control effect; potency is the fitted concentration of half-maximal effect. This is a subset, so the mix of outcomes need not match the whole.

Every second line gives: RORgamma inh | Gal4-VP16 FLuc
- OC[C@@H]1O[C@H](OC2[C@@H](O)[C@@H](O)[C@@H](O)O[C@@H]2CO)[C@H](O)[C@@H](O)[C@@H]1OC1O[C@H](CO)[C@@H](O)[C@H](O)[C@@H]1O (stereo partly specified)
 : -3% | -3%
- CN1C[C@@H]2C[C@H]1CN2c1cc2c(cc1F)c(=O)c(C(=O)O)cn2C1CC1
 : -23%[10 µM] | -4%
- CCCn1c(C)nc2c(N3CCC(N(C)C)C3)nc(C)nc21 (stereo unspecified)
 : -8% | -4%
- CC(C)C[C@H](NC(=O)[C@H](C)NC(=O)CNC(=O)[C@H](CCCCN)NC(=O)[C@H](CCCN=C(N)N)NC(=O)[C@H](C)NC(=O)[C@H](Cc1ccccc1)NC(=O)[C@@H](N)CCCN=C(N)N)C(=O)N[C@@H](CCCN=C(N)N)C(=O)N[C@@H](CCC(N)=O)C(=O)N[C@@H](CCCCN)C(=O)N[C@@H](CC(N)=O)C(=O)N[C@H](C(N)=O)C(C)C
 : 6% | -15%
- CC(=O)c1c(O)c(C)c(O)c2c1OC1=CC(=O)C(C(C)=O)C(=O)C12C (stereo unspecified)
 : 33% | -1%
- COc1ccc(C2C3C=CCC(c4cccc(/C=C/c5ccccc5)c4)C3C(=O)N2Cc2ccccc2)cc1Cl (stereo unspecified)
 : 12% | 5%
- CCCCCC(=O)O[C@H](CC(=O)O)C[N+](C)(C)C
 : 13% | -8%
- COC(=O)N1CCC2(CCCN(Cc3ccccc3)C2)CC1
 : 6% | -17%
- O=C1[C@H]2CCn3c(=O)n(-c4ccccc4)c(=O)n3[C@H]2[C@H](O)[C@H]2O[C@@H]12
 : 2%[10 µM] | -12%[10 µM]
- Cc1ccc(S(=O)(=O)OCC2CN3C(CCC(C)C3c3ccc(Br)cc3)C(=O)O2)cc1 (stereo unspecified)
 : 16%&-20%&13%[10 µM] | -6%&-1%&-2%[10 µM]
- O=c1c(CCc2ccccc2)nc2cnc(N3CCOCC3)nc2n1CCc1ccccc1
 : -7% | 6%
- CSc1ncnc2c1ncn2C1OC(CO)C(O)C1O (stereo unspecified)
 : 0% | -8%
- CCCCCC(=O)/C=C/C=C\CCCCCCCC(=O)O
 : 5% | 3%
- CC1(C)OC2CC3C4CCC5=CC(=O)C=C[C@@]5(C)[C@]4(F)C(O)C[C@@]3(C)[C@]2(C(=O)CO)O1 (stereo partly specified)
 : 19% | 7%
- COCCNc1ncnc2ccc(-c3ccoc3)cc12
 : 3% | 6%
- N#CCCCS(=O)(=O)c1nc2ccccc2s1
 : -18% | -4%
- C=CCOC(=O)C(=C)C
 : 4% | -1%
- O=C(/C=C\c1ccc(O)c(O)c1)O[C@@H]1C[C@](O)(C(=O)O)C[C@@H](O)[C@@H]1O
 : -6%[16.9 µM] | -11%[17 µM]
- Cc1cnc(CNc2ncnc3ccc(-c4ccccc4C)cc23)cn1
 : 3% | -27%
- C[C@H]1C(=O)N(S(=O)(=O)c2ccc([N+](=O)[O-])cc2)[C@H]1c1ccc(F)cc1
 : -2% | 1%

Compound profiles, as listed above. Order of values: RORgamma inh | Gal4-VP16 FLuc
`COc1ccc(C2C3C=CCC(c4cccc(/C=C/c5ccccc5)c4)C3C(=O)N2Cc2ccccc2)cc1Cl` (stereo unspecified) across the screens: 12% | 5%
`Cc1cnc(CNc2ncnc3ccc(-c4ccccc4C)cc23)cn1` across the screens: 3% | -27%

Further structures follow:
Every second line gives: RORgamma inh | Gal4-VP16 FLuc
- CC(=O)Nc1ccn(C2OC(C(COC(C)=O)NC(=O)C3CCCN3C(=O)OC(C)(C)C)C(OC(C)=O)C2OC(C)=O)c(=O)n1 (stereo unspecified)
 : 12% | -8%
- C[C@H](O/N=C1/[C@H]2O[C@@H]2[C@@H](O)[C@H]2[C@H]1CCn1c(=O)n(-c3ccccc3)c(=O)n12)c1cn([C@H](CO)Cc2ccccc2)nn1
 : 11%&-5%[10 µM] | 6%&7%[10 µM]
- C[C@@H]1CC2(OC(O)[C@]3(C)O[C@H]23)O[C@H]2C[C@@]3(C)[C@@H]4CC[C@H]5C(C)(C)C(O[C@@H]6OC[C@@H](O)[C@H](O)[C@H]6O)CC[C@@]56C[C@@]46CC[C@]3(C)[C@@H]12 (stereo partly specified)
 : ? | ?
- CCCCCCCCCCCCC/C=C/[C@@H](O)[C@H](COP(=O)([O-])OCC[N+](C)(C)C)NC(=O)CCCCCCCCCCCCCCCCC
 : 12% | 3%
- COC(=O)[C@H](Cc1ccccc1)NC(=O)[C@@H](C)CO
 : 10%[10 µM] | -5%[10 µM]
- C[C@H](O/N=C1/[C@H]2O[C@@H]2[C@@H](O)[C@H]2[C@H]1CCn1c(=O)n(-c3ccccc3)c(=O)n12)c1cn([C@H]2COC[C@H]2O)nn1
 : 0%[10 µM] | -13%[10 µM]
- COc1ccccc1-c1nccc(NCc2cccc(C)c2)n1
 : 11% | ?
- N#CCCn1c(=O)c(CCc2ccccc2)nc2cnc(Oc3ccccc3)nc21
 : 6% | -5%
- COc1ccc(SCC(Cc2ccccc2)N2CCN(CCc3ccccc3)CCC2=O)cc1 (stereo unspecified)
 : ? | -10%
- O=C1C=C[C@@H](O)[C@H]2[C@@H]3C(=O)N(C[C@@H]4CCCO4)C(=O)[C@@H]3CC[C@H]12
 : 8%[10 µM] | -16%[10 µM]
- COc1ccc(/C=C/NC(=O)Cc2ccc(OC)c(OC)c2)cc1
 : 17%&2%[10 µM] | -4%&4%[10 µM]
- COCCn1c(=O)c(C)nc2cnc(Nc3cccc(OC)c3)nc21
 : -26% | 2%
- COc1cccc(-c2cncnc2Nc2ccccc2)c1
 : 2% | -10%
- O=C(Nc1ccccc1)N1CCC2(CC1)CCN(C(=O)c1cccc(F)c1)CC2
 : -3% | -5%
- CNCC[C@H](Oc1ccccc1OC)c1ccccc1
 : -3% | -6%
- N#Cc1cccc(-c2cc(NCc3ccccc3)ncn2)c1
 : 42% | -8%
- C[N+]1(C)CCc2cc3c(cc2[C@@H]1[C@@H]1C(=O)Oc2c1ccc1c2OCO1)OCO3
 : 6%&21% | 0%&-9%
- CC[C@@H]1OC(=O)[C@H](C)[C@H](O[C@@H]2C[C@](C)(OC)[C@H](O)[C@H](C)O2)[C@H](C)[C@H](O[C@@H]2O[C@@H](C)C[C@@H](N(C)C)[C@@H]2O)[C@](C)(O)C[C@H](C)[C@@H]2N[C@H](COCCOC)O[C@H]([C@@H]2C)[C@]1(C)O
 : 22%[16.9 µM] | 0%[17 µM]
- COCCn1c(=O)cnc2cnc(N3CCNCC3)nc21
 : -21% | 0%
- N[C@H](C(=O)O)C1[C@H](C(=O)O)[C@H]1C(=O)O (stereo partly specified)
 : 15% | -6%
- COc1ccccc1CN1CC[C@@]2(CCCN(C(=O)c3c(C)noc3C)C2)C1
 : -6% | -4%
- Cc1ccc(C2CC(=O)Oc3cc4c(cc32)OCO4)cc1 (stereo unspecified)
 : -30% | 24%
- CC1(C)O[C@H]2O[C@@H]([C@H](O)CON3C(=O)c4ccccc4C3=O)[C@H](O)[C@H]2O1
 : -33%[10 µM] | 0%[10 µM]
- CCCCC/C=C\C/C=C\C[C@H](O)/C=C/C=C\CCCC(=O)O
 : 3% | -5%
- CCCCCCCC/C=C\CCCCCCCC(=O)NC(C)C(=O)O (stereo unspecified)
 : 2% | -1%
- N#Cc1ccc(CN2CC3(CCN(C(=O)c4ccco4)CC3)C2)cc1
 : -1% | -5%
- CCN(CC)CCOC(=O)[C@@H](c1ccccc1)C1CCCCC1
 : 1%[16.9 µM] | -8%[17 µM]
- COc1cc(NS(=O)(=O)c2ccc([N+](=O)[O-])cc2)c2ncccc2c1
 : 0.89µM* | 0.89µM*
- Cn1cccc1C(=O)N1CCC2(CCN(Cc3ccncc3)CC2)CC1
 : -5% | -2%
- COC(=O)c1ccc(C(/C=C/[C@@H](C)C(=O)NCc2ccc(OC)c(O)c2)NC(=O)OCc2ccccc2)cc1 (stereo partly specified)
 : 45% | 5%
- CC(C)NC(=O)N1CCC2(CC1)CCN(S(=O)(=O)c1ccccc1)CC2
 : 0% | -8%
- COc1ccc(-c2nc3cnc(OC)nc3n(Cc3cccs3)c2=O)cc1
 : -32% | -18%
- COc1ccc(S(=O)(=O)Nc2cc(OC)cc3cccnc23)cc1
 : 2.5µM* | ?
- COCCNc1ncnc2ccc(-c3ccccc3C)cc12
 : ? | ?
- CC(C)NC(=O)N1CCC2(CC1)CCN(C(=O)c1ccncc1)CC2
 : -10% | -18%
- CC(=O)OCC1C2CC[C@H]3C(OCc4ccc(F)cc4C(F)(F)F)OC[C@]4(C)[C@H]3C2=C(CN4C(=O)OC(C)(C)C)[C@H](C)C1COC(C)=O (stereo partly specified)
 : -8% | -5%
- CCOC(=O)C1OC1C(=O)N[C@@H](CC(C)C)C(=O)NCCC(C)C (stereo partly specified)
 : 26% | 4%
- CN(C)C(=O)NC1CCCCCCC1
 : -4% | -8%
- CC(=O)OCC(=O)C1CCC2C3CC=C4CC(O)CC[C@@]4(C)C3CC[C@]12C (stereo partly specified)
 : -19% | -10%
- CCOC(=O)c1c(C)n(C)c2ccc(O)cc12
 : -12% | -12%
- CC(C)(C)c1ccc(OC2C=CC(C#Cc3ccccc3)OC2CO)cc1 (stereo unspecified)
 : -2%[10 µM] | 4%[10 µM]
- CCN(CC)C[C@@H](O)CN1CCCCc2nc(C)c(C)cc21
 : 1%[10 µM] | -8%[10 µM]
- Cc1cnc(CNc2ncncc2-c2ccccc2C(F)(F)F)cn1
 : 2% | -5%
- COc1ccccc1C1=Nn2c(nnc2-c2ccccc2C)SC1
 : ? | -12%&-7%
- CS(=O)(=O)N1CCC[C@@]2(CCN(C(=O)Nc3cccc(F)c3)C2)C1
 : 3% | -7%
- O=C(c1cnccn1)N1CCC2(CC1)CN(Cc1nccs1)C2
 : -7% | -10%
- CCN(CC)CCCCn1c(-c2ccccc2)nc2c(N3CCOCC3)nc(C)nc21
 : -14% | 4%
- CC(C)=CC1C(CO)C1(C)C (stereo unspecified)
 : -23% | 12%
- CN1C(=O)C(Cc2c[nH]c3ccccc23)NC1=S (stereo unspecified)
 : ? | ?
- Cc1ccccc1-c1ccc2ncnc(NC3CC3)c2c1
 : ? | ?
- Cc1c(C(=O)N(C)C2CCCCC2)sc2nc3ccc(N)cc3n12
 : 40% | -3%
- COc1ccc2[nH]cc(CCNc3ncncc3-c3ccc(N(C)C)cc3)c2c1
 : 9% | -1%
- C=C/C1=C/Cc2ccccc2[C@H](C[N+](=O)[O-])C(C(=O)OC)(C(=O)OC)C1
 : -19% | 3%
- COCCn1c(=O)c(-c2ccc(F)cc2)nc2cnc(Oc3ccccc3)nc21
 : ? | 1%
- O=C(O)CNC(=O)[C@@H](CS)Cc1ccccc1
 : -2%[16.9 µM] | -2%[17 µM]
- COc1cccc(Cn2c(=O)c(C)nc3cnc(Nc4cccc(OC)c4)nc32)c1
 : -3% | -4%
- COC(=O)C(C(=O)OC)[C@@H]1O[C@@]23COC=C[C@]2(C)[C@H]3c2ccccc21
 : 17% | -14%
- Cc1cc2c(c(=O)o1)[C@H](O)[C@H]1O[C@@H]1C2=O
 : ? | ?
- COc1ccc(CNc2cc(-c3ccccc3C)ncn2)c(OC)c1
 : 68% | -6%
- O=C1C[C@H](c2ccccc2)Oc2cc(O)cc(O)c21
 : 8% | -1%

The last 2 entries of the part before lead into the next.
Every second line gives: RORgamma inh | Gal4-VP16 FLuc
- COc1ccc(CNc2cc(-c3ccccc3C)ncn2)c(OC)c1
 : 68% | -6%
- O=C1C[C@H](c2ccccc2)Oc2cc(O)cc(O)c21
 : 8% | -1%
- COC(=O)c1ccc(C(NC(=O)OCc2ccccc2)/C(I)=C/[C@@H](C)C(=O)NCc2ccc(C)o2)cc1 (stereo partly specified)
 : ? | 12%
- O=c1c(-c2cc(F)cc(F)c2)nc2cncnc2n1C1CC1
 : 18% | 15%
- CO[C@@]12C[C@@H](COC(=O)c3cncc(Br)c3)CN(C)[C@H]1Cc1cn(C)c3cccc2c13
 : -7% | 0%
- Cc1nc(N2CCOCC2)c2nc(-c3ccccc3)n(CCN3CCCC3)c2n1
 : -5% | 2%
- COc1ccccc1N1CCN(CCn2c(=O)[nH]c3c([nH]c4ccccc43)c2=O)CC1
 : 18% | -17%
- Cn1c(=O)c(-c2ccc(F)cc2)nc2cnc(Oc3ccccc3)nc21
 : -1% | 5%
- CCCCC(C)(C)[C@H](O)/C=C/[C@H]1[C@H](O)CC(=O)[C@@H]1C/C=C\CCCC(=O)O
 : 2% | -3%
- O=Cc1cccc(Br)c1
 : 1% | -7%
- O=C(N/N=C1/C[C@@H](O)[C@@H](O)[C@@H]2[C@H]3C(=O)N(c4ccc(F)cc4F)C(=O)[C@@H]3CC[C@@H]12)OCc1ccccc1
 : 0%[10 µM] | -5%[10 µM]
- CS(=O)(=O)N1CCC2(CCCN(C(=O)Nc3ccccc3)C2)CC1
 : -2% | 4%
- Clc1ccc(-c2nc3sccn3c2/C=N/OCc2ccc(Cl)c(Cl)c2)cc1
 : 20% | -9%
- O=c1c(CCc2ccccc2)nc2cnc(N3CCOCC3)nc2n1Cc1cccs1
 : -3% | -3%
- COc1ccc2[nH]cc(CCNc3nc(-c4ccoc4)nc4ccccc34)c2c1
 : -14% | -8%
- O=C(O)[C@H](Cc1c[nH]c2ccccc12)N1C(=O)C2=CCCC=C2C1=O
 : -8% | 4%
- CC(C)C1=CC2=CC[C@@H]3[C@](C)(CCC[C@@]3(C)C(=O)O)[C@H]2CC1
 : -7%[10 µM] | -5%
- COC(=O)N1CCC[C@@]2(CCN(Cc3nccs3)C2)C1
 : 2% | 8%
